Source: PubChem BioAssay (ICCB-Longwood Screening Facility, Harvard Medical School)
PV pol inh: poliovirus RNA polymerase inhibition; P03300; poliovirus polymerase elongation, fluorescence polarization; stronger effect = lower value; % elongation, % (compound at 16.7 µg/mL); actives 0.66% (n = 150,000); AID 588519; in the data active means % elongation below about 90%; further: some results filed as inactive read as strong as hits
Target sequence (P03300 1749-2209 limits assumed): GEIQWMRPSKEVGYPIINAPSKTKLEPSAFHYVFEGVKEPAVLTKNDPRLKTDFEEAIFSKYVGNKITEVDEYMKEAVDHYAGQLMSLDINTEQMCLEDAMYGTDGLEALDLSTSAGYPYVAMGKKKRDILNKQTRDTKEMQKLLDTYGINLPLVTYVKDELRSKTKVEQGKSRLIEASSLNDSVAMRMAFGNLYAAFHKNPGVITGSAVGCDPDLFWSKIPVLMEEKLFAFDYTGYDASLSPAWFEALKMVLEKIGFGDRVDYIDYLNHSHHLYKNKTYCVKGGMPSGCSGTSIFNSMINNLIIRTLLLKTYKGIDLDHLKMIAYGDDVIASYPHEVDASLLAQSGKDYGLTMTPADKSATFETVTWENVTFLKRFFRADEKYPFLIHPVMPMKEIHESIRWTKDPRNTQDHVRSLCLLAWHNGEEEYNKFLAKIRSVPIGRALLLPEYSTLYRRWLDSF
PV pol inh FP z-score: recorded beside PV pol inh, whose call it bears; z-score; measured here: FP z-score; hits read low
* hit, by the source's call. This is a subset (hit frequency here may not be typical).

Start of the data: the first 2 compounds (preview)
SMILES	PV pol inh	PV pol inh FP z-score
CCn1c(=O)[nH]c(=O)c2c(C(F)(F)F)cc(C(F)(F)F)nc21	103	0.1
O=C1C2C(c3ccccc3)C=CC(c3ccccc3)C2C(=O)N1C1CCCCC1 (configuration not stated)	103	0.2

The list itself, previewed entries included:
SMILES	PV pol inh	PV pol inh FP z-score
CCn1c(=O)[nH]c(=O)c2c(C(F)(F)F)cc(C(F)(F)F)nc21	103	0.1
O=C1C2C(c3ccccc3)C=CC(c3ccccc3)C2C(=O)N1C1CCCCC1 (configuration not stated)	103	0.2
CC1CN(C(=O)c2ccc(Oc3ccccc3)cc2)CC(C)O1 (configuration not stated)	99	-0.8
C=C1CC[C@@H](O)C/C1=C/C=C1\CCC[C@]2(C)[C@@H]([C@H](C)CCCC(C)C)CC[C@@H]12	101	0.2
Cc1ccc(NC(=O)Cn2c(=O)c(C#N)c3n(c2=O)CCC3)cc1	104	0.3
O=C(CCCn1c(=O)c2cccn2c2ccccc21)NCCN1CCCCCC1	103	0.7
O=C(Oc1ccccc1)c1cccc(COC(=O)c2cnccn2)c1	102	0.4
CCOc1ccccc1Nc1ncnc2c1cnn2-c1ccc(C)cc1	111	0.8
CCCOc1ccc(C2C(=O)N(C3CCC(C)CC3)CC(=O)N2Cc2cccc(OC)c2)cc1OC (configuration not stated)	114	1.1
CCC(=O)N1c2ccccc2-c2nnc(SC)nc2OC1c1ccsc1 (configuration not stated)	102	0.5
COc1ccc(Cl)cc1NS(C)(=O)=O	105	0.2
COC(=O)c1cc2oc3ccccc3c2n1CC(=O)Nc1ccc(F)c(Cl)c1	106	-1.1
COc1ccc(C(=O)NCC(C)C)c(OC)c1	101	-0.4
O=C1CCC(=O)N1CN(CN1C(=O)CCC1=O)C1CCCCC1	101	0.6
COc1ccccc1-c1noc(CCCC(=O)NC2CCCC2)n1	103	0.6
COc1ccc(CC(=O)NC2=NCCS2)cc1	98	0
CC1CCCC(C)N1CCNC(=O)c1cn(C(C)c2ccccc2F)nn1 (configuration not stated)	101	0
Cc1ccc2[nH]c(O)c(N=NC(=O)c3nc4ccccc4c(=O)[nH]3)c2c1	99	-0.4
COc1ccc(C(=O)O[C@H]2CC[C@@]3(C)[C@@H]4CC[C@H]5[C@]6(O)C[C@H](O)[C@@]7(O)[C@@H](CN8C[C@@H](C)CC[C@H]8[C@@]7(C)O)[C@]6(O)C[C@@]53O[C@]24O)cc1OC	101	0.3
CCC(=O)Oc1ccc(C2CC(=O)c3c(ccc4ccccc34)N2)cc1OC (configuration not stated)	103	0
CC1CCN(C(=O)CSc2nc3cc4c(cc3c(=O)n2CCC2=CCCCC2)OCO4)CC1	99	-0.6
OC(Cc1ccccc1)(Cc1ccccc1)C1CN2CCC1CC2 (configuration not stated)	103	0.2
Cc1[nH]nc2oc(=O)c(CC(=O)O)c(C)c12	103	0.4
CCOc1ccc(CNC(=O)CCCn2c(=O)c3cccn3c3cccnc32)cc1	108	0.2
Cc1ccc(-n2ncc3c(N(C)Cc4ccccc4)ncnc32)cc1	114	1.2
O=S1(=O)NC(=NC2CCCCCC2)c2ccccc21	103	0.9
COc1ccccc1/C=C/C1N=C(N)Nc2nc3ccccc3n21 (configuration not stated)	102	-0.1
CN(Cc1c(F)cccc1Cl)c1ncnc2ccccc12	101	-0.2
Cc1ccccc1NC(=O)CSc1nnc(-c2cccs2)o1	102	-0.3
O=C(NCCc1ccc(C(F)(F)F)cc1)C1CC(=O)N(c2ccc3c(c2)OCCO3)C1 (configuration not stated)	105	0.4
COc1cc(Cl)c(C)cc1NC(=O)Cn1ncc2c1-c1cc(C)ccc1OC2	104	-0.1
COc1ccc(CCCc2nnc(SCC(=O)Nc3ccc(C)cc3C)o2)cc1	106	-0.8
Cc1ccc(C)c(N2CCN(c3ncnc4c3nc3n4CCCCC3)CC2)c1	109	0.6
NC(=O)c1cc2c(ccc3ccccc32)o1	103	0.3
CCc1ccc(CNC(=O)c2ccc(Cn3c(=O)c4cccn4c4cccnc43)cc2)cc1	106	-0.2
COc1ccc(OC)c(CNC(=O)C2CCCN(c3nc4ccccc4o3)C2)c1 (configuration not stated)	100	-0.2
CC(=O)Nc1ccccc1C(=O)OCc1ccccc1F	101	0.2
Cc1ccc(S(=O)(=O)c2nc(-c3ccc(F)cc3)oc2N2CCN(c3ccccc3)CC2)cc1	106	-0.2
CC(C)(C)C(=O)Nc1ccc(-c2nc3ccc(NC(=O)C(C)(C)C)cc3[nH]2)cc1	106	0.5
COc1ccc(CNc2nc(-c3ccco3)nn2S(=O)(=O)c2ccc(Cl)cc2)cc1OC	103	-0.8
O=C(CSc1ccccc1C(=O)O)NCC1CCCCC1	100	-0.5
COc1cccc(CN2C(=O)c3ccccc3Sc3ccc(C(=O)NCCc4ccc(C)cc4)cc32)c1	112	0.8
O=c1oc2ccccc2c(N2CCN(c3ccccc3F)CC2)c1CN1CCCC1	106	0.1
Cc1ccc2c(=O)c(C(=O)c3ccccc3)cn(CC(=O)Nc3ccc4c(c3)OCCO4)c2n1	117	1.8
CCn1c(=O)c(=O)[nH]c2cc(C(=O)Nc3ccccc3N3CCOCC3)ccc21	100	0.3
NC1=[N+](c2ccccc2)Cc2ccccc21	100	-0.4
N#CC1=C(N)N(c2ccccc2)NC1(C(F)(F)F)C(F)(F)F	107	0.5
Cn1nc(CC(=O)Nc2ccc3c(c2)CCC3)c2ccccc2c1=O	101	-0.4
CSc1ccc(CCNS(=O)(=O)c2ccc3c(c2)C(C)(C)C(=O)N3C)cc1	110	0.3
O=c1[nH]c2nc3ccccc3n2c2ncccc12	98	-0.8
Cc1ccc(-n2cnc3ccccc3c2=O)cc1C	102	0.3
CC1(C)Cc2c(sc(N)c2C(=O)O)CO1	101	0
CN(Cc1ccccc1)C(=O)c1cn(C)c2ccc(S(=O)(=O)N3CCCC3)cc2c1=O	100	-0.3
COc1ccccc1CNC(=O)c1ccc(N2CCCC2)c(NC(=O)NCc2ccc(F)cc2)c1	109	0.6
O=C(Cc1ccc(Cl)cc1)NC1=NCCS1	99	-0.5
O=[N+]([O-])c1cc(-c2nc(-c3ccncc3)no2)ccc1NCc1ccccc1	105	-0.5
COc1ccccc1Nc1c2c(nc3ccc(NC(=O)c4cccc(OC)c4OC)cc13)CCCC2	104	0
CN1C/C(=C/c2cccnc2)C(=O)/C(=C/c2cccnc2)C1	103	0.5
O=C(O)c1ccc(=O)n(CCOc2ccccc2)n1	104	0.1
Cc1cc(Oc2ccc3oc4ccccc4c3c2)n2ncnc2n1	99	-0.8

(list continues)
SMILES	PV pol inh	PV pol inh FP z-score
O=C(OCC(F)(F)C(F)F)c1ccc(C(=O)OCC(F)(F)C(F)F)cc1	99	-0.9
CC1=C(c2ccc(C)cc2)S(=O)(=O)N=C1N1CCCCC1C (configuration not stated)	100	-0.9
CC1CCC(NCCc2ccc3c(c2)OCO3)CC1 (configuration not stated)	101	-0.2
O=c1c(=O)n2c(nn1CN1CCOCC1)sc1ccccc12	109	0.8
Cc1c(C(=O)OCc2ccccc2)[nH]c2c1C(=O)CC(c1ccc(Cl)cc1)C2 (configuration not stated)	107	0.3
CCn1c2ccccc2c2cc(NC(=O)C3SC(=Nc4ccc(Cl)cc4)C(C(=O)NCc4ccco4)=C3N)ccc21 (configuration not stated)	104	0.3
CCOc1ccc(NC(=O)Cn2c(=O)n(-c3ccccc3)c(=O)c3c4c(sc32)CCCC4)cc1	107	0.3
CCn1c(SCC(=O)Nc2nc(C)cs2)nnc1C(C)Oc1ccccc1 (configuration not stated)	102	0.2
CCOC(=O)N1CCN(C(=O)CSc2nnc3[nH]c(=O)cc(-c4ccccc4)n23)CC1	101	-0.5
CCCCNC(=O)CSc1nc2cc3c(cc2c(=O)n1CCCC(=O)NCCc1ccc(OC)c(OC)c1)OCO3	104	-0.5
Cc1cn2c(=O)cc(COc3ccccc3NC(=O)c3ccc(C(C)(C)C)cc3)nc2s1	111	0.9
Cc1ccc2c(c1)c1c3n2CCN(CC(O)CN2CCCC2)C3CCC1 (configuration not stated)	97	-0.7
Cc1ccc(S(=O)(=O)N(CCc2ccccc2)CC(=O)Nc2ccc(Br)cc2)cc1	102	-0.3
CCOc1ccccc1NC(=O)CSc1ccccc1Cl	103	0.6
O=C1CC(c2cccc(O)c2)Nc2ccc3ccccc3c21 (configuration not stated)	99	-0.3
CCOC(=O)c1sc2ncn(CC(=O)Nc3ccc(OCC)cc3)c(=O)c2c1C	105	0.1
COc1ccc(OC)c(CNCCCO)c1	102	0
COc1ccc(-c2noc(CCCCCNC3CCSC3)n2)cc1 (configuration not stated)	95	-1
NC(=O)C1CCN(Cc2nc3cc(Cl)ccc3c(=O)[nH]2)CC1	121	1.6
CCOC(=O)C1=C(S)N(C#N)C(=O)C(C#N)C12CCNCC2 (configuration not stated)	120	1.7
COc1ccc2c(c1)c1c(c(=O)n(Cc3ccccc3)c(=O)n1Cc1ccccc1)n2C	108	0
O=S(=O)(NCCc1csc(-c2ccccc2)n1)c1ccccc1	102	1
CCOC(=O)N1CCN(C(=O)C(NC(=O)c2ccc(C34CC5CC(CC(C5)C3)C4)cc2)C(C)C)CC1 (configuration not stated)	100	0
CCCCN1C2=NC(=O)CN2c2ccccc21	101	0.1
CCCC(=O)Nc1nc2c(s1)CC(C(C)(C)C)CC2 (configuration not stated)	105	-0.6
CCOC(=O)c1ccc(NC(=O)c2cc3c(s2)CCC3)cc1	102	-0.1
COc1ccc(NC(=O)c2nn(C)c3c2CS(=O)(=O)c2ccccc2-3)cc1Cl	104	-0.4
O=C(CSc1nnc2[nH]c(=O)ccn12)NCc1ccc2c(c1)OCO2	102	0
O=C(Nc1ccc(F)cc1F)c1cc2nc(-c3ccco3)cc(C(F)(F)Cl)n2n1	103	0.1
COc1ccc(CCNC(=O)C(C)n2nc(C)c3sc4ccccc4c3c2=O)cc1OC (configuration not stated)	111	0.2
COc1ccccc1CNC(=O)c1cc2c(-c3ccc(Cl)cc3)nn(C)c2s1	102	-0.4
Cn1c(=O)n(CCCc2ccccc2)c(=O)c2c1nc1n2CCN1c1ccc(F)cc1	107	0.3
O=C(Cn1cc(S(=O)(=O)Cc2ccccc2F)c2ccccc21)Nc1ccc(F)c(Cl)c1	108	0.4
Cc1c(-c2ccc(Cl)cc2)c(=O)oc2c(CN3CCOCC3)c(O)ccc12	106	-0.3
CCc1ccc(Cc2cnc(NC(=O)c3ccc4c(c3)CC(c3ccccc3)OC4=O)s2)cc1 (configuration not stated)	102	-0.9
COC(=O)c1cnn(-c2ccccc2)c1C=Nc1ccc(C)cc1	101	-0.8
O=C(NCc1ccc(Cl)cc1)c1cccnc1SC(F)F	100	-0.3
CC(C)NC(=O)NNc1ccc(-c2csnn2)cc1	102	0
COC(=O)C1=C(C)N=c2s/c(=C3\C(=O)Nc4ccccc43)c(=O)n2C1c1ccccc1 (configuration not stated)	103	0.2
COc1ccc(CN2COc3ccc4c(oc(=O)c5ccccc54)c3C2)cc1OC	100	-1.5

Part of the list above in order of SMILES length, highest first.
SMILES	PV pol inh	PV pol inh FP z-score
CCOC(=O)N1CCN(C(=O)C(NC(=O)c2ccc(C34CC5CC(CC(C5)C3)C4)cc2)C(C)C)CC1 (configuration not stated)	100	0
COC(=O)C1=C(C)N=c2s/c(=C3\C(=O)Nc4ccccc43)c(=O)n2C1c1ccccc1 (configuration not stated)	103	0.2
COc1ccc(CCNC(=O)C(C)n2nc(C)c3sc4ccccc4c3c2=O)cc1OC (configuration not stated)	111	0.2
Cc1c(-c2ccc(Cl)cc2)c(=O)oc2c(CN3CCOCC3)c(O)ccc12	106	-0.3
CCOC(=O)c1ccc(NC(=O)c2cc3c(s2)CCC3)cc1	102	-0.1
O=C(NCc1ccc(Cl)cc1)c1cccnc1SC(F)F	100	-0.3
CCCCN1C2=NC(=O)CN2c2ccccc21	101	0.1

Remaining list, next part:
SMILES	PV pol inh	PV pol inh FP z-score
NC(=O)NC1CCS(=O)(=O)C1 (configuration not stated)	103	0.5
CC(C)c1ccc(C=C2C(=O)NC(=O)NC2=O)cc1	77*	-4.7*
Cc1nc2scc(C)n2c(=O)c1S(=O)(=O)N1CCN(c2cccc(C(F)(F)F)c2)CC1	104	-0.2
Cc1ccc(C(=O)NCC(=O)OCc2ccc(Cl)c(Cl)c2)cc1	99	-1.6
COc1ccc(Cn2cc(S(=O)(=O)c3ccc(C)cc3)c(=O)c3cc(F)ccc32)cc1	101	-1
CC1CCN(C(=O)c2ccccc2NC(=O)c2cccnc2)CC1	99	-1.2
COC(=O)C1CCCc2c1[nH]c1ccc(Cl)cc21 (configuration not stated)	101	0.1
COc1ccccc1OCCCCn1c(-c2ccc(Cl)cc2)nc2ccccc2c1=O	103	-0.7
CCc1ccccc1NC(=O)N(C)CCc1c(C)nn(C)c1C	104	-0.2
CCC(CC)C(=O)Nc1nonc1-c1ccccc1	103	0.8
O=C(Cn1nnc(COc2ccccc2)n1)Nc1cccc(C(=O)NC2CC2)c1	97	-0.4
O=C(O)c1ccccc1Oc1ccccc1	103	0.6
CC1=C(c2ccc(F)cc2)S(=O)(=O)N=C1N1CCC(C(=O)NCCc2ccco2)CC1	102	-0.3

No new results follow: 2 of the compounds above.
SMILES	PV pol inh	PV pol inh FP z-score
O=C(O)c1ccccc1Oc1ccccc1	103	0.6
CC1=C(c2ccc(F)cc2)S(=O)(=O)N=C1N1CCC(C(=O)NCCc2ccco2)CC1	102	-0.3
